NPSR antagonist = antagonists of human neuropeptide S receptor cAMP signaling; CHO-NPSR cells, cAMP TR-FRET, antagonist mode; Potency, µM (titrated, usually from 38.3 µM), for inactives: at the highest dose activity change, negative = inhibition, usual class: inhibitors; hit rate 1% among 220,000; Q6W5P4; also: potency is read from the fitted curve at half-maximal effect; % is scaled to controls: 0 for no effect and ±100 for the full control effect; nearly all actives have a fitted effect of over 50% in size; many of its hits are not listed in these tables
Target sequence (Q6W5P4 whole entry, looked up): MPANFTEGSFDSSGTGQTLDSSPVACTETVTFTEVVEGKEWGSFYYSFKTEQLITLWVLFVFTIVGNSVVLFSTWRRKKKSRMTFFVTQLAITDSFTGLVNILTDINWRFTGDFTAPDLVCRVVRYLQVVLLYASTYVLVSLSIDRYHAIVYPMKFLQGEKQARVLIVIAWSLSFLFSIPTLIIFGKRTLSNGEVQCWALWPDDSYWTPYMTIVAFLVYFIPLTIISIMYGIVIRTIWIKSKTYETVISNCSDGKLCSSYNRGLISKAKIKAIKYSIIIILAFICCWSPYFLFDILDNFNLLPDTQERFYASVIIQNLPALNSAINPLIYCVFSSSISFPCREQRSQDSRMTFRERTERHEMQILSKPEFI
CBFb RUNX1 block = CBF-beta/RUNX1 interaction disruption | AlphaScreen CBFb-His/RUNX1-biotin binding, biochemical | Potency, µM (doses to about 59.8 µM), without a hit: top-dose activity, negative = inhibition, hits mostly inhibitors | 230,000 tested, under 10 active | AID 1477; also: % of control where 0% means no effect
Target sequence (Q01196 whole entry, looked up): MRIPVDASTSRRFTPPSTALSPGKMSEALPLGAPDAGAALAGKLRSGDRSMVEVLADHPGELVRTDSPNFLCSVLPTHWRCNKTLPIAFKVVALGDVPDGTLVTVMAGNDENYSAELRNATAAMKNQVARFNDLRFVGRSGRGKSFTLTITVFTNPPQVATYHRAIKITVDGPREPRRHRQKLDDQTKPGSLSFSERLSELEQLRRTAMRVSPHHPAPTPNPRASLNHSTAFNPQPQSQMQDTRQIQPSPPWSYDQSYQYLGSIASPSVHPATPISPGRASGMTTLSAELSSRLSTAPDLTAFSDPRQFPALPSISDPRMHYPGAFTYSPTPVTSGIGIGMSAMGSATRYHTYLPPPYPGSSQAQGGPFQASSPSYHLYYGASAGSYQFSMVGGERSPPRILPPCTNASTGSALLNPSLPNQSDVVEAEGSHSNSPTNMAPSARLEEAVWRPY
Target sequence (Q13951 whole entry, looked up): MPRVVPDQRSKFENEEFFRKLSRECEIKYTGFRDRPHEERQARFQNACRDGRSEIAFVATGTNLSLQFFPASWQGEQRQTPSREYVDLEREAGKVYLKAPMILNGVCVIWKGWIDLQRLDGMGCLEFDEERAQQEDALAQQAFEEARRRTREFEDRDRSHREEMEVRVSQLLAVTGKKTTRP
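CBF-beta (His) and RUNX1 (biotin), 30 nM each; 20 min preassociation; + compound, 15 min; + beads 50 ng each (Ni, streptavidin), 90 min; RT; AlphaScreen read.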
IMPase Li cell = cell-permeable IMPase inhibitors with lithium potentiation. AID 1457. hit rate 0.35% among 210,000. CHO-M1 cells, IP1 TR-FRET (IP-One), carbachol + lithium. Potency, µM (highest dose often 59.4 µM), for inactives: at the highest dose activity, negative = IMPase inhibition, usual class: inhibitors;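 also: IP1 builds up when IMPase is blocked and the TR-FRET signal falls; potency is read from the fitted curve at half-maximal effect; plate controls were basal vehicle for no effect and high inhibitor control for full effect; nearly all actives have a fitted effect of over 50% in size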
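CHO cells stably expressing M1 receptor (2000/well, cultured 16–30 h) treated 30 min at 37C with compound plus low lithium. Cytosolic IP1 by TR-FRET (665/620 ratio and 620 channel) after 10 min lysis; AC50 by Hill fit.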
Epigenetic derep = epigenetic control regulation, reporter derepression. murine LDR cells, GFP reporter derepression, 30 h. hit rate 0.2% among 280,000. AID 1865. Potency, µM (top dose mostly 53.9 µM), for inactives: at the top dose GFP activation, most hits filed as activators; also: potency is read from the fitted curve at half-maximal effect; % of control where 0% means no effect; nearly all actives have a fitted effect of over 60% in size
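Readout is the number of GFP-expressing murine LDR cells, counted by cytometry following washing. Cells were treated with compound for 30 h at 37 C; the stably integrated CMV-GFP locus is normally silent.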
HttQ103 aggreg = mutant huntingtin aggregation inhibition; AID 1688; hit rate 1.1% among 220,000; PC12 HttQ103-GFP aggregates, Acumen cytometry, 40 h; Potency, µM (titrated, usually from 46.1 µM), for the others: top-dose activity change, negative = inhibition, hits mostly inhibitors; also: potency is read from the fitted curve at half-maximal effect; % is scaled to controls: 0 for no effect and ±100 for the full control effect; nearly all actives have a fitted effect of over 60% in size
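PC12/HTTQ103-GFP, ecdysone-inducible; teb 100 nM; cpd qHTS titration; GFP aggregates read on laser cytometer, Ex 488/Em 500-530 nm.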
LMNA splice mod = modulators of lamin A splicing | HeLa LMNA splicing GFP/RFP minigene ratio, 48 h | Potency, µM (doses to about 46.1 µM), without a hit: at the top dose ratio change, negative = inhibition, actives largely listed as inhibitors | hit rate 0.01% among 200,000 | AID 1487; active = well fitted inhibition curve with a large enough effect in the signal ratio, with a control signal flat, not every such curve was filed as active; inconclusive = small, poorly fitted or top-dose-only effect, or effect the other way, or a change in a side signal; the % refers to the signal ratio; also: potency is read from the fitted curve at half-maximal effect; % is scaled to controls: 0 for no effect and ±100 for the full control effect
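Read-out is the ratio of GFP to DsRed2 object intensity, acquired by 488 nm laser-scanning cytometry on HeLa lamin A-EGFP minigene reporter cells. Compound incubation 48 hrs at 37 °C in Opti-MEM with 2% FBS; DMSO 0.5% final.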
Luc counter = Kinase-Glo luciferase inhibition (counter-screen) | Kinase-Glo luciferase, ATP luminescence, 8 min | Q27757 | AID 1379 | hit rate 0.28% among 200,000 | Potency, µM (highest dose often 38.3 µM), for inactives: top-dose activity change, negative = inhibition, actives largely listed as inhibitors; also: potency is read from the fitted curve at half-maximal effect; % is scaled to controls: 0 for no effect and ±100 for the full control effect; nearly all actives have a fitted effect of over 60% in size
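Kinase-Glo luciferase light output from ATP and luciferin was measured with 10 uM ATP, within the enzyme's linear range. Buffer: 50 mM imidazole pH 7.2, 50 mM KCl, 7 mM MgCl2, 0.01% Tween 20, 0.05% BSA; luminescence read after 8 min at ambient temperature.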
* marks the source's active call; other numbers are inactive results; [ ] = dose if it differs, or a comment. Unless noted, calls follow the shape of the dose curve; as a rule, active = well fitted curve in the direction sought with a large enough effect; inconclusive = small, poorly fitted or top-dose-only effect, or another doubt; inactive = no such curve, though single readings can be large; an effect the other way counts as inactive or inconclusive.

`C/C(=N/N=C1/NC(=O)CC(C(=O)O)S1)c1ccccc1` (configuration not stated) gave NPSR antagonist 8%, CBFb RUNX1 block 0%, IMPase Li cell 6%, Epigenetic derep -1.4%, HttQ103 aggreg -5%, LMNA splice mod 3% and Luc counter 1%.
COc1cc(C2C(=O)N(C3CCCC3)CC(=O)N2Cc2ccco2)ccc1OC(C)C (configuration not stated) was read as NPSR antagonist -6%[46.1 µM], CBFb RUNX1 block 0%, IMPase Li cell -17%[38.3 µM], Epigenetic derep 5.5%, HttQ103 aggreg 6%, LMNA splice mod 13% and Luc counter -2%.
`O=C(NNC(=S)NC1CCCCC1)c1cccs1` gave NPSR antagonist 13%, CBFb RUNX1 block 2%, IMPase Li cell -2%, Epigenetic derep 1.1%, HttQ103 aggreg 3%, LMNA splice mod inconclusive and Luc counter 1%.
`COc1ccc(CSc2nc3ccccc3c(=O)n2CCCN2CCOCC2)cc1F` gave NPSR antagonist -51%, CBFb RUNX1 block -4%, IMPase Li cell 6%, Epigenetic derep 2.9%, HttQ103 aggreg 2%, LMNA splice mod 4%[46 µM] and Luc counter -1%.
Screening COc1ccc(-c2n[nH]c(C)c2-c2cnn(-c3ccccc3)c2)c(O)c1 returned NPSR antagonist -13%[46.1 µM], CBFb RUNX1 block -2%, IMPase Li cell 19%, Epigenetic derep 0.0%, HttQ103 aggreg 0%, LMNA splice mod -17% and Luc counter -4%.
Cc1ccc(NCC(=O)NNC2=NCCC2)c(C)c1 was read as NPSR antagonist 25%, CBFb RUNX1 block 7%, IMPase Li cell 0%, Epigenetic derep -3.0%, HttQ103 aggreg inconclusive, LMNA splice mod inconclusive and Luc counter -2%.
Screening OCCN1CC(O)C(O)C(O)C1CO (configuration not stated) returned CBFb RUNX1 block 2%, IMPase Li cell 10%, Epigenetic derep -1.3%, HttQ103 aggreg 6%, LMNA splice mod 15% and Luc counter -1%.
`C=CCNC(=O)COc1cc(C)ccc1C` gave NPSR antagonist 14%, CBFb RUNX1 block 6%, IMPase Li cell 2%, Epigenetic derep 0.0%, HttQ103 aggreg 5%, LMNA splice mod 12% and Luc counter -5%.
For COC(=O)c1ccc2nc(NC(=O)COC(=O)CSc3nc(C)cc(C)n3)sc2c1 the results were NPSR antagonist 2%, CBFb RUNX1 block 0%, IMPase Li cell -7%, Epigenetic derep -0.8%, HttQ103 aggreg 6%, LMNA splice mod -2% and Luc counter 1%.
For CC(C)Cc1ccc(/C(=N/O)C(=O)O)s1 the results were NPSR antagonist -17%[46.1 µM], CBFb RUNX1 block 3%, IMPase Li cell 3%[38.3 µM], Epigenetic derep -0.8%, HttQ103 aggreg 12%, LMNA splice mod 5% and Luc counter 3%.
`Cc1ccc(Sc2ccc(C(=O)NC(C)C)cc2[N+](=O)[O-])cc1` gave NPSR antagonist -24%[46.1 µM], CBFb RUNX1 block 1%, IMPase Li cell 3%[38.3 µM], Epigenetic derep -1.7%, HttQ103 aggreg 5%, LMNA splice mod 11% and Luc counter 3%.
`CCOC(=O)c1cnn(-c2ccccc2)c1-n1cccc1C(=O)C(=O)N(CC)CC` gave NPSR antagonist 1%, CBFb RUNX1 block 10%, IMPase Li cell 1%, Epigenetic derep -2.3%, HttQ103 aggreg 13% and Luc counter -1%.
COc1ccc(CN2CN(S(=O)(=O)c3ccccc3)c3nc4ccccc4nc32)cc1 was read as NPSR antagonist -33%, CBFb RUNX1 block 5%, Epigenetic derep 1.0% and HttQ103 aggreg 14%[9.22 µM].
`O=C(Nc1ccc(C2=NCCN2)cc1)c1ccc(Cl)c(C(=O)Nc2ccc(C3=NCCN3)cc2)c1` gave NPSR antagonist 2%, CBFb RUNX1 block inconclusive, Epigenetic derep 0.0%, HttQ103 aggreg 8%[9.22 µM] and LMNA splice mod 2%[46 µM].
`C=CCOC(=O)C1=C(C)N=C2SCCC(=O)N2C1/C=C/c1ccccc1OC` (configuration not stated) gave NPSR antagonist -50%, CBFb RUNX1 block -14%, IMPase Li cell 17%, Epigenetic derep -0.1%, HttQ103 aggreg -2% and Luc counter 3%.
O=C(c1ccccc1F)N1CCN(c2ccc([N+](=O)[O-])c(NCc3cccnc3)c2)CC1 was read as NPSR antagonist 40%, CBFb RUNX1 block -17%, Epigenetic derep 1.9% and HttQ103 aggreg 8%[9.22 µM].
CC1CCc2sc(C(=O)OCC(=O)NCc3ccc(F)cc3)cc2C1 (configuration not stated) was read as NPSR antagonist 4%[46.1 µM], CBFb RUNX1 block 0%, Epigenetic derep 4.4%, HttQ103 aggreg -4% and LMNA splice mod -20%.
`COc1ccc(CCNC(=O)CSc2nc3[nH]ncc3c(=O)n2-c2ccccc2Br)cc1OC` gave NPSR antagonist 15%, CBFb RUNX1 block 3%, IMPase Li cell -1%, Epigenetic derep 4.7%, HttQ103 aggreg -2%, LMNA splice mod 1%[9.22 µM] and Luc counter 0%.
`COC(=O)c1ccc(CSc2ncnc3c2nnn3-c2ccc(F)cc2)o1` gave NPSR antagonist -23%[46.1 µM], CBFb RUNX1 block 2%, IMPase Li cell 20%[38.3 µM], Epigenetic derep -1.1%, HttQ103 aggreg inconclusive, LMNA splice mod -4% and Luc counter 3%.
Screening CCOc1cc2[nH]c(=O)n(CCC(=O)NCc3ccc(OC)cc3)c(=O)c2cc1OCC returned NPSR antagonist inconclusive, CBFb RUNX1 block -2%, IMPase Li cell -14%[38.3 µM], Epigenetic derep 0.0%, HttQ103 aggreg 6%, LMNA splice mod 10% and Luc counter -3%.
`c1ccc2[nH]c(NCc3ccc4c(c3)OCO4)nc2c1` gave NPSR antagonist 8%, CBFb RUNX1 block 2%, IMPase Li cell 6%, Epigenetic derep -2.3%, HttQ103 aggreg -9%[9.22 µM], LMNA splice mod inconclusive and Luc counter -3%.
O=c1c2ccccc2[nH]c(=S)n1CCCN1CCOCC1 was read as NPSR antagonist -8%[46.1 µM], CBFb RUNX1 block 9%, IMPase Li cell 21%[38.3 µM], Epigenetic derep -1.6%, HttQ103 aggreg 1%, LMNA splice mod 4% and Luc counter -4%.
`CN1C(=O)CC(N2CCN(Cc3ccc(Cl)cc3)CC2)C1=O` (configuration not stated) gave NPSR antagonist -18%[46.1 µM], CBFb RUNX1 block 1%, IMPase Li cell 50%[activator][38.3 µM], Epigenetic derep 0.4%, HttQ103 aggreg -1%, LMNA splice mod 22% and Luc counter 0%.
For NS(=O)(=O)c1ccc(Sc2ccccn2)c([N+](=O)[O-])c1 the results were NPSR antagonist -36%, CBFb RUNX1 block 4%, Epigenetic derep 0.0% and HttQ103 aggreg -14%[9.22 µM].
Screening CS(=O)(=O)N(CC(=O)N1CCN(c2ccccc2F)CC1)C1CCCCC1 returned NPSR antagonist -15%[46.1 µM], CBFb RUNX1 block 2%, IMPase Li cell 20%[38.3 µM], Epigenetic derep 2.0%, HttQ103 aggreg -10%, LMNA splice mod 1% and Luc counter -2%.
Screening Cc1ccc(CN2CCNC(=O)C2CC(=O)NCCCn2ncc3ccccc32)o1 (configuration not stated) returned NPSR antagonist -8%, CBFb RUNX1 block -1%, IMPase Li cell 5%, Epigenetic derep -1.8%, HttQ103 aggreg -5%[9.22 µM], LMNA splice mod 16%[46 µM] and Luc counter 0%.
For O=C(NCCO)c1ccc2c3n(nc2c1)-c1ccc(Cl)cc1CO3 the results were NPSR antagonist -5%, CBFb RUNX1 block 14%, Epigenetic derep 2.3% and HttQ103 aggreg -17%[9.22 µM].
COc1ccc(C2C(C(=O)NCCN(C)C)c3cc(OC)c(OC)cc3C(=O)N2C)cc1OC (configuration not stated) was read as NPSR antagonist -7%[46.1 µM], CBFb RUNX1 block 3%, IMPase Li cell 3%, Epigenetic derep -9.6%, HttQ103 aggreg inconclusive, LMNA splice mod -3% and Luc counter 2%.
O=C(c1cccs1)N1CCN(S(=O)(=O)c2cccs2)CC1 was read as NPSR antagonist 5%, CBFb RUNX1 block 4%, IMPase Li cell 2%, Epigenetic derep 3.9%, HttQ103 aggreg -7%, LMNA splice mod -10%[46 µM] and Luc counter 1%.
`O=C(O)CN(c1ccccn1)S(=O)(=O)c1ccc(Cl)cc1` gave NPSR antagonist -7%[46.1 µM], CBFb RUNX1 block 2%, IMPase Li cell 25%[38.3 µM], Epigenetic derep 1.0%, HttQ103 aggreg -10%, LMNA splice mod 14% and Luc counter -2%.
CC(Sc1nncn1C)C(=O)Nc1ccccc1-c1ccccc1 (configuration not stated) was read as NPSR antagonist 11%[46.1 µM], CBFb RUNX1 block 1%, IMPase Li cell -3%[38.3 µM], Epigenetic derep 0.0%, HttQ103 aggreg 12%, LMNA splice mod 2% and Luc counter 0%.
`CN(CC(=O)Nc1ccccc1Cl)C(=O)c1cc(=O)[nH]c2ccccc12` gave NPSR antagonist 7%, CBFb RUNX1 block 4%, Epigenetic derep -0.9% and HttQ103 aggreg -4%[9.22 µM].
CN1CCN(c2ccccc2NC(=O)c2ccc(-c3ccccc3)cc2)CC1 was read as NPSR antagonist -1%[46.1 µM], CBFb RUNX1 block -1%, IMPase Li cell 19%[38.3 µM], Epigenetic derep -3.2%, HttQ103 aggreg 7%, LMNA splice mod -17% and Luc counter 3%.
For Cc1ccc(N(CC(=O)NC2CC3CCC2C3)S(C)(=O)=O)cc1C (configuration not stated) the results were NPSR antagonist inconclusive, CBFb RUNX1 block 2%, IMPase Li cell -8%[38.3 µM], Epigenetic derep 0.8%, HttQ103 aggreg 5%, LMNA splice mod -2% and Luc counter -2%.
For COc1ccc(/C=C/C(=O)NCCSCc2ccco2)cc1 the results were NPSR antagonist -1%, CBFb RUNX1 block -8%, IMPase Li cell 11%, Epigenetic derep -0.9%, HttQ103 aggreg 2%, LMNA splice mod 3% and Luc counter 4%.

Looked up one by one from above:
`O=C(Nc1ccc(C2=NCCN2)cc1)c1ccc(Cl)c(C(=O)Nc2ccc(C3=NCCN3)cc2)c1` gave NPSR antagonist 2%, CBFb RUNX1 block inconclusive, Epigenetic derep 0.0%, HttQ103 aggreg 8%[9.22 µM] and LMNA splice mod 2%[46 µM].
For NS(=O)(=O)c1ccc(Sc2ccccn2)c([N+](=O)[O-])c1 the results were NPSR antagonist -36%, CBFb RUNX1 block 4%, Epigenetic derep 0.0% and HttQ103 aggreg -14%[9.22 µM].
For CC(C)Cc1ccc(/C(=N/O)C(=O)O)s1 the results were NPSR antagonist -17%[46.1 µM], CBFb RUNX1 block 3%, IMPase Li cell 3%[38.3 µM], Epigenetic derep -0.8%, HttQ103 aggreg 12%, LMNA splice mod 5% and Luc counter 3%.

This is a subset. The share of hits here may be higher or lower than overall.
